TDP2 inh – TDP2 (human) inhibition, absorbance primary screen | O95551 | recombinant TDP2, T5PNP hydrolysis, p-nitrophenol absorbance 415 nm | inhibition, % at 12.8 µM | 370,000 compounds, 0.34% hits;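 active = inhibition above the mean of all tested compounds plus 3 SD, set per campaign, cut at about 25% in these data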;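 note: 0% = DMSO with enzyme and 100% = buffer with substrate but no TDP2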
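Incubation: 2 h at 37 °C; Test system: recombinant human TDP2; Quantity: enzyme 120 nM; Read-out basis: percent inhibition; Medium: 50 mM Tris-HCl pH 7.5 with Mg2+, KCl, DTT, BSA; Repeats: single replicate; Compound: 12.8 µM single point, 1% DMSO; Signal: epi absorbance; Reagent: 5 mM T5PNP chromogenic substrate; Benchmarks: no-enzyme high, DMSO-plus-enzyme low.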
ARFGAP1 inh – inhibitors of rat ARFGAP1. Arfgap1-stimulated ARF1 GTP hydrolysis, GDP FP detection. 360,000 compounds, 0.26% hits. inhibition, % at 16.5 µM;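 active = inhibition above a per-plate limit, mean inhibition of low control wells plus 3 SD, cut at about 25% in these data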;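 note: 0% = DMSO wells with enzyme and 100% = wells lacking Arfgap1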
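Replicates: Single well per compound | Assay system: Truncated rat Arfgap1 GAP domain | Control set: No-Arfgap1 wells (100%) versus DMSO full-reaction wells (0%) | Times: Enzyme reaction 120 min at 25 °C after 20 min preincubation | Reagent: Human ARF1(Δ1-17)-GTP substrate | Measured by: Tracer-displacement fluorescence polarization with EDTA stop, 620/688 nm | Measure: Percent inhibition of Arfgap1-stimulated GTP hydrolysis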
Tn7 DDE FP – inhibitors of Tn7 peptide binding to human fibrin DD(E); FP displacement of FITC-Tn7 peptide from fibrin DD(E); 0% = median of compound wells per plate; inhibition, % at 8.3 µM; 370,000 compounds, 0.13% hits;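 active = inhibition above the mean of compounds falling within the control limits plus 3 SD of them, cut at about 14% in these data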;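 note: 0% = plate median of compound wells and 100% = 10 µM Aha-Tn7 peptide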
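Assay system: Fibrin-DD(E) protein isolated from polymerized human fibrin clots; read-out basis: percent inhibition; medium: Tris/NaCl/CaCl2 buffer, pH 7.8; signal: FP measurement; incubation: 10 min plus 3 h, room temperature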
ADAM10 inh – ADAM10 inhibition, QFRET primary screen. O14672. recombinant ADAM10, EDANS/DABCYL FRET peptide cleavage, 3 h. inhibition, % at 7 µM. 370,000 compounds, 0.62% hits. AID 720582;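 active = inhibition above a per-campaign cutoff equal to the mean of compounds falling between control-based bounds plus 3 SD, cut at about 20% in these data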;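 note: 0% = DMSO wells while the 100% control is not disclosed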
ADAM17 inh – inhibitors of human ADAM17; 370,000 compounds, 0.83% hits; P78536; inhibition, % at 6.95 µM; recombinant ADAM17, EDANS/DABCYL FRET peptide cleavage;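 active = inhibition above the mean of compounds lying between control limits plus 3 SD, set per campaign, cut at about 8.5% in these data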;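 note: 0% = DMSO-only wells as the low control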
Target sequence (P78536 215-824 limits assumed): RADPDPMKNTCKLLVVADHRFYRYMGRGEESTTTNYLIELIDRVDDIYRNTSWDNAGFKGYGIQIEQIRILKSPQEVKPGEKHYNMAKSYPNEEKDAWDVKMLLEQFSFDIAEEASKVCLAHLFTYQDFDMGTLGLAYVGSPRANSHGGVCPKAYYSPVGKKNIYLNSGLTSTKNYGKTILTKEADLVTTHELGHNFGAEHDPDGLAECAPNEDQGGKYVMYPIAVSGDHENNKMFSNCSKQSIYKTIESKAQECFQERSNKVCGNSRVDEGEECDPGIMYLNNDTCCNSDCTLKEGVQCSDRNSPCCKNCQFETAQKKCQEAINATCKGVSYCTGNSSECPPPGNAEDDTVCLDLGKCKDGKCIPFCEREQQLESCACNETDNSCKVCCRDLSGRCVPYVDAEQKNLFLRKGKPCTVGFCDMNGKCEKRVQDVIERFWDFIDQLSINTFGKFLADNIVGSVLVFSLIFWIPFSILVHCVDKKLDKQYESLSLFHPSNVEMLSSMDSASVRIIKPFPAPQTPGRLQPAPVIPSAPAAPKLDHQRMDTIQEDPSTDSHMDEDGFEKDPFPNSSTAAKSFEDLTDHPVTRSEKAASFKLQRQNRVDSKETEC
PLCg1 inh – blocks human PLC-gamma1 enzyme activity; P19174; purified PLC-gamma1, fluorogenic substrate, fluorescence; inhibition, % at 12.2 µM; 370,000 compounds, 0.84% hits; AID 720700; in the data active = inhibition above about 9.5%
PLCb3 inh – blocks human PLC-beta3 enzyme activity; 370,000 compounds, 0.18% hits; AID 720704; Q01970; inhibition, % at 12.2 µM; Purified PLC-beta3, fluorogenic substrate, fluorescence; in the data active = inhibition above about 11%;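 note: 0% = median of compound wells on plate and 100% = full blocker control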
SIAE inh – inhibitors of human sialic acid acetylesterase SIAE. SIAE FP-Rh probe binding, fluorescence polarization. Q9HAT2. inhibition, % at 9.66 µM. 370,000 compounds, 0.69% hits;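 active = inhibition above a cutoff: mean of compounds within the control limits plus 3 SD of those, cut at about 17% in these data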;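 note: 0% = plate median of compound wells and 100% = probe without SIAE protein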
ASAP1 GAP inh – inhibitors of human ASAP1 ArfGAP activity | Q9ULH1 | ASAP1-stimulated ARF1 GTP hydrolysis, GDP FP detection | inhibition, % at 16.5 µM | 360,000 compounds, 0.19% hits; in the data active = inhibition above about 25%;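 note: 0% = vehicle with enzyme and substrate and 100% = no enzyme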
Target sequence (Q9ULH1 325-724 limits assumed): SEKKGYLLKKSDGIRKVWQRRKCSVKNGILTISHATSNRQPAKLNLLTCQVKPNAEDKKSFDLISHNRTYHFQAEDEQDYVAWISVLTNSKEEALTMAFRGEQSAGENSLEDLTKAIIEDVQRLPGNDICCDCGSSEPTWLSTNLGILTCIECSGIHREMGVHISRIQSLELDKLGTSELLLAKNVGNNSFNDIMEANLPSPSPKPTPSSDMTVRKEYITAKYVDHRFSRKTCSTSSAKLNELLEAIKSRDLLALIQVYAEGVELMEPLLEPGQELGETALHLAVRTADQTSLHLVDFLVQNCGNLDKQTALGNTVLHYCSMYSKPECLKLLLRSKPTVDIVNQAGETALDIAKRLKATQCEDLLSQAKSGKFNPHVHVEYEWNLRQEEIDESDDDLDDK
Tn6 DDE FP – disrupts Tn6 cyclic peptide binding to fibrin D-Dimer-E complex | Fibrin DD(E) TRITC-Tn6 fluorescence polarization displacement | inhibition, % at 8.3 µM | 370,000 compounds, 0.21% hits;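 active = inhibition above a per-campaign cutoff: mean of compounds within control limits plus 3 SD, cut at about 15% in these data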;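 note: 0% = median of all compound wells on the plate and 100% = blocking peptide control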
An asterisk follows results filed as active.

The opening two records, to show the layout:
SMILES	TDP2 inh	ARFGAP1 inh	Tn7 DDE FP	ADAM10 inh	ADAM17 inh	PLCg1 inh	PLCb3 inh	SIAE inh	ASAP1 GAP inh	Tn6 DDE FP
Cc1nc2ccc(Cl)cn2c1P(=S)(N1CCOCC1)N1CCOCC1	-3	-10	-5	7	-1	3	4	-6	4	5
O=c1[nH]c2cc(Cl)ccc2n1C1CCN(Cc2ccc(-c3nc4ccccc4nc3-c3ccccc3)cc2)CC1	1	17	0	-8	0	0	-4	-10	10	-6

All compounds of this part, from the first entry:
SMILES	TDP2 inh	ARFGAP1 inh	Tn7 DDE FP	ADAM10 inh	ADAM17 inh	PLCg1 inh	PLCb3 inh	SIAE inh	ASAP1 GAP inh	Tn6 DDE FP
Cc1nc2ccc(Cl)cn2c1P(=S)(N1CCOCC1)N1CCOCC1	-3	-10	-5	7	-1	3	4	-6	4	5
O=c1[nH]c2cc(Cl)ccc2n1C1CCN(Cc2ccc(-c3nc4ccccc4nc3-c3ccccc3)cc2)CC1	1	17	0	-8	0	0	-4	-10	10	-6
O=c1cccc2n1CC1CC2CN(S(=O)(=O)c2cc(Cl)ccc2Cl)C1 (stereo not drawn)	-4	7	-4	-15	-5	4	-2	-1	3	11
Cc1nc(C)c(C(=O)NN=Cc2ccc(N(CCCl)CCCl)cc2)s1	-2	12	1	-25	-6	-185	-282	6	9	-6
CCOC(=O)C1CN(C)CCC1=O (stereo not drawn)	-10	11	-1	-13	0	-1	1	3	5	3
CC(N=Cc1c(O)n(C2CC2)c(=S)[nH]c1=O)c1ccccc1 (stereo not drawn)	-2	8	4	3	-3	1	-6	-14	-5	3
O=C(Cn1cnc2sc3c(c2c1=O)CCCC3)NCCCC(=O)N1CCC2(CC1)OCCO2	-1	-12	1	-1	-1	1	4	4	11	4
OCCOCC#CCN1CCOCC1	-6	-6	6	1	-5	0	1	1	4	3
C=C1C[C@]2(O)[C@@]3(C)CCC(=O)C(C)(C)C3=C(O)C(=O)[C@@]2(C)[C@@H]2C(=O)O[C@@](C)(C(=O)OC)C(=O)[C@@]12C	-10	8	3	-16	5	-12	-18	4	-3	0
COC(=O)C1=C(c2ccc(F)cc2F)C[C@@H]2CC[C@H]1N2C(=O)N1CCC(O)(c2ccc(Cl)cc2)CC1	-4	0	2	3	5	3	1	-3	10	7
CCCCCCC(=O)N/N=C/c1c(O)n(CCc2ccccc2)c(=O)[nH]c1=O	-11	9	-2	1	0	-2	-9	0	6	-5
COc1cc(C(=O)Nc2ccc(Br)cc2C(=O)c2ccccc2Cl)cc(OC)c1OC	6	1	8	1	-2	-2	1	2	2	3
O=c1cccc2n1CC1CNC[C@H]2C1	10	-9	1	2	-1	2	3	-9	10	5
O=C(NC1CCCCC1)N1Cc2cc(-c3cccc(F)c3)ccc2-n2nncc2C1	6	0	2	0	-5	1	-1	-3	-5	-6
COc1cc2c(cc1OC)[C@@H]1C(=O)c3ccc4c(c3O[C@@H]1CO2)C[C@H](C(C)C)O4	6	-7	7	-2	-2	-5	-8	-1	-1	-1
O=[N+]([O-])c1ccc(N2CCNCC2)cc1N1CCCCC1	-3	3	4	4	0	6	-5	4	1	0
CCC(=NCc1ccco1)c1c(O)n(C)c(=O)n(C)c1=O	-13	1	5	-6	-4	2	-8	0	-2	2
O=C1C=C2c3ccccc3CC(C(=O)O)C2CC1 (stereo not drawn)	-5	15	-5	-15	-3	-3	-6	-1	20	2
CCc1cccc2c(C#N)cn(CC(=O)N3CCOCC3)c12	5	-4	2	-16	-9	-6	-8	2	-7	0
CCN(CC)C(=O)c1ccc(N2C(=O)C3CC=C(Cl)CC3C2=O)cc1 (stereo not drawn)	-2	-11	-2	-10	-3	-2	-3	4	-1	4
O=C1NC(=O)N(Cc2ccccc2Cl)C(=O)/C1=C/N1CCOCC1	5	-1	5	-6	-6	-4	-4	-3	3	2
O=C(O)C(Cl)(Cl)Cl	0	9	0	-13	-6	-3	3	-2	5	6
CN1CCN(CC(=O)Nc2ccc([N+](=O)[O-])cc2C(=O)c2ccccc2)CC1	-5	4	0	-9	-2	-3	-6	-14	-4	0
CC(=NCc1ccco1)c1c(O)n(-c2ccccc2C)c(=O)[nH]c1=O	18	5	-2	-3	0	-3	-5	3	-1	-2
CC(=O)NC(C)Cc1ccccc1 (stereo not drawn)	-5	10	-6	1	-5	0	3	1	5	-1

Sorted by formula weight (low to high): part of the list above.
SMILES	TDP2 inh	ARFGAP1 inh	Tn7 DDE FP	ADAM10 inh	ADAM17 inh	PLCg1 inh	PLCb3 inh	SIAE inh	ASAP1 GAP inh	Tn6 DDE FP
CCOC(=O)C1CN(C)CCC1=O (stereo not drawn)	-10	11	-1	-13	0	-1	1	3	5	3
O=C1C=C2c3ccccc3CC(C(=O)O)C2CC1 (stereo not drawn)	-5	15	-5	-15	-3	-3	-6	-1	20	2
O=[N+]([O-])c1ccc(N2CCNCC2)cc1N1CCCCC1	-3	3	4	4	0	6	-5	4	1	0
CC(=NCc1ccco1)c1c(O)n(-c2ccccc2C)c(=O)[nH]c1=O	18	5	-2	-3	0	-3	-5	3	-1	-2
COc1cc2c(cc1OC)[C@@H]1C(=O)c3ccc4c(c3O[C@@H]1CO2)C[C@H](C(C)C)O4	6	-7	7	-2	-2	-5	-8	-1	-1	-1
Cc1nc(C)c(C(=O)NN=Cc2ccc(N(CCCl)CCCl)cc2)s1	-2	12	1	-25	-6	-185	-282	6	9	-6
O=C(NC1CCCCC1)N1Cc2cc(-c3cccc(F)c3)ccc2-n2nncc2C1	6	0	2	0	-5	1	-1	-3	-5	-6
O=C(Cn1cnc2sc3c(c2c1=O)CCCC3)NCCCC(=O)N1CCC2(CC1)OCCO2	-1	-12	1	-1	-1	1	4	4	11	4
C=C1C[C@]2(O)[C@@]3(C)CCC(=O)C(C)(C)C3=C(O)C(=O)[C@@]2(C)[C@@H]2C(=O)O[C@@](C)(C(=O)OC)C(=O)[C@@]12C	-10	8	3	-16	5	-12	-18	4	-3	0
COc1cc(C(=O)Nc2ccc(Br)cc2C(=O)c2ccccc2Cl)cc(OC)c1OC	6	1	8	1	-2	-2	1	2	2	3
O=c1[nH]c2cc(Cl)ccc2n1C1CCN(Cc2ccc(-c3nc4ccccc4nc3-c3ccccc3)cc2)CC1	1	17	0	-8	0	0	-4	-10	10	-6

Next section
SMILES	TDP2 inh	ARFGAP1 inh	Tn7 DDE FP	ADAM10 inh	ADAM17 inh	PLCg1 inh	PLCb3 inh	SIAE inh	ASAP1 GAP inh	Tn6 DDE FP
O=C(NN=Cc1ccc(N(CCCl)CCCl)cc1)C(=O)c1c[nH]c2ccccc12	-21	-8	3	11	15*	-150	-191	-42	9	-9
Clc1ccc(-c2nc3ccc(Cl)cn3c2CN2CCCCC2)cc1	-15	5	5	1	4	2	-3	-8	-6	1
CC/C(=N\NC(=O)c1ccccc1)c1c(O)n(Cc2ccccc2)c(=O)[nH]c1=O	8	-19	0	-3	-1	-9	-18	11	-7	-1
CCC(=Nc1cccc(C(F)(F)F)c1)c1c(O)n(C)c(=O)n(C)c1=O	9	1	-11	-2	1	4	-4	3	-2	0
FC(F)(F)c1ccc2c(c1)N(CCCN1CCN(CCCl)CC1)c1ccccc1S2	-12	-3	-9	-3	0	-18	-31	1	-3	-12
CN(C)C(=S)SSC(=S)N(C)C	14	1	-6	-5	-4	1	-2	0	-8	4
CCC(C)n1c(O)c(C=NCCN2CCOCC2)c(=O)[nH]c1=S (stereo not drawn)	-4	-6	0	9	0	2	-5	0	-8	2
CCOc1cc(CNC(C)C(O)c2ccccc2)cc(Cl)c1OCC (stereo not drawn)	0	-1	4	-1	-2	4	2	-5	-14	-2
COC(=O)C1=C(c2cccc(OC)c2OC)C[C@@H]2CC[C@H]1N2C(=O)N1CCOCC1	8	2	4	-5	-5	2	1	6	-7	0
COC(=O)C1=C(c2ccc(F)cc2F)C[C@@H]2CC[C@H]1N2C(=O)N1CCOCC1	6	-2	-3	-4	-1	-1	3	7	2	3
C/C(=N\NC(=O)c1ccccc1)c1c(O)n(Cc2ccccc2)c(=O)[nH]c1=O	3	-7	1	-12	-4	-18	-35	11	9	-3
CCc1cc(=O)[nH]c(SCCCF)n1	-1	4	3	-7	-2	-1	0	-1	-10	7
COc1ccc(-c2[nH]ncc2CNC(C)Cc2ccsc2)c(F)c1 (stereo not drawn)	-1	7	7	8	-6	-2	-1	5	-5	-2
O=C(COc1ccc(Cl)cc1)N1CCN(C2CCCC2)CC1	15	5	-7	-4	4	4	0	-1	11	3
COC(=O)C(O)(c1ccc(NC(=S)NC(=O)c2ccccc2)cc1)C(F)(F)F (stereo not drawn)	7	0	0	7	1	9	1	-12	-3	11
CC1(C)CC2CCC(O)C2C(CCO)N1 (stereo not drawn)	3	3	5	-10	-6	-3	-4	0	4	9
COc1ccc(CNC(=O)C(NC(C)=O)C(C)C)cc1OC (stereo not drawn)	0	-4	-1	-2	-3	-1	-5	7	4	-5
Cc1ccccc1CC(=O)N(CCN(C)C)CC1CCCN(Cc2ccccc2F)C1 (stereo not drawn)	-7	4	-3	-3	-2	0	2	0	-12	-6
O=c1cccc2n1CC1CC2CN(S(=O)(=O)c2ccc(F)cc2)C1 (stereo not drawn)	5	-1	-4	-3	0	1	3	5	-1	0
COC(=O)C1C2c3ccccc3OC1(C)N=c1s/c(=C/c3cnn(C)c3C)c(=O)n12 (stereo not drawn)	0	-2	-6	-3	1	1	1	5	5	-3
CN1C2CCC1CC(OC(c1ccccc1)c1ccc(Cl)cc1)C2 (stereo not drawn)	-2	-3	-4	-12	0	3	2	1	1	-1
CC(NCC#Cc1ccccc1)C(O)c1ccccc1 (stereo not drawn)	-27	4	-4	10	7	4	-1	-2	7	0
Cc1ccc(C2SCC(=O)Nc3c2c(=O)[nH]n3C2CCOC(C)(C)C2)cc1 (stereo not drawn)	3	-14	11	0	0	3	-1	11	-2	1
Cc1nn(Cc2ccccc2)c(Cl)c1C(=O)OCC(=O)NCC1CCCO1 (stereo not drawn)	2	0	-7	-8	-3	-3	-9	-10	-1	-5
COc1ccc(C(=O)C2CCCN(Cc3cnc(C)s3)C2)cc1OC (stereo not drawn)	8	3	0	2	2	1	1	4	14	-1
COC(=O)C1=C(c2c(C)noc2C)C[C@@H]2CC[C@H]1N2C(=O)N1CCC(O)CC1	9	-5	0	6	-1	5	1	-3	1	-7
CCCCOC(=O)c1ccccc1C(=O)OCCCC	-1	-8	-1	-3	-2	0	-1	4	-8	-2

An excerpt, so the mix of outcomes need not match the whole.
